Bioassay records as filed in PubChem BioAssay.
TCR CD3 inh: blocks the human TCR-CD3 interaction | TAMRA-labeled TCR probe fluorescence, biochemical | inhibition, % at 9.4 µM | AID 651800 | 360,000 tested, 0.37% active; in the data active means inhibition above about 19%;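 further: recombinant mutant TCR 2C K166C tagged with TAMRA read by polarization; 0% = receptor in buffer alone and 100% = receptor with positive control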
MBD2 DNA inh: MBD2-methylated oligo binding inhibition; Q9UBB5; TR-FRET, MBD2 binding to methylated oligonucleotide; inhibition, % at 4.4 µM; 370,000 tested, 0.31% active; in the data active means inhibition above about 13%
Target sequence (Q9UBB5 whole entry, looked up): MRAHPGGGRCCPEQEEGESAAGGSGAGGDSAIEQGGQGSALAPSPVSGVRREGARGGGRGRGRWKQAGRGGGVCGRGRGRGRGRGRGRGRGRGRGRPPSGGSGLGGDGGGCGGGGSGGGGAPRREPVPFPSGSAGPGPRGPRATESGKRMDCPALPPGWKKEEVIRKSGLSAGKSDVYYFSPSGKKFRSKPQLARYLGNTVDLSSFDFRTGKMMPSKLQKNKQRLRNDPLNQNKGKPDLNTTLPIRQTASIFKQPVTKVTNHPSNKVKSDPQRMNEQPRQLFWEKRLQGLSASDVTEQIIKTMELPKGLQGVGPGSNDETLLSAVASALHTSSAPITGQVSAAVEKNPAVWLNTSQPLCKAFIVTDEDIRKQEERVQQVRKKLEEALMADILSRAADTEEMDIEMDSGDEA
PRMT1 inh: PRMT1 (human) inhibition, primary screen. recombinant PRMT1, activity-based probe fluorescence polarization. AID 652257. inhibition, % at 2.79 µM. 370,000 tested, 1.3% active;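 active means inhibition above about 21% made by adding two undisclosed values, limit read from the data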
PG9 binder: small molecules binding HIV-1 gp120 antibody PG9; inhibition, % at 6.7 µM; 360,000 tested, 0.43% active; TR-FRET gp120-PG9 antibody binding; AID 624416; in the data active means inhibition above about 8.5%
rCAG binder: r(CAG) repeat RNA binding; TO-PRO-1 dye displacement fluorescence; 370,000 tested, 1.3% active; inhibition, % at 3 µM;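 active means inhibition above the plate cutoff, the mean of all test compounds on that plate plus 3 SD, cut at about 35% in these data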;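 further: 0% = DMSO alone and 100% = 100 µM mitoxantrone as full dye displacement; higher means more dye released from RNA so lower well fluorescence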
LEDGF integ inh: blocks HIV-1 LEDGF/p75-dependent DNA integration | TR-FRET IN-LEDGF/p75 DNA integration, Eu/Cy5 | inhibition, % at 3.7 µM | 370,000 tested, 0.64% active | AID 743269;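 active means inhibition above the screen-wide mean plus 3 SD, cut at about 13% in these data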;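 further: signal is the Cy5 over europium emission ratio at 671 and 618 nm; 0% = plate median of compound wells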
UHRF1 binding: blocks human UHRF1 binding to methylated DNA; Q96T88; UHRF1 binding to methylated oligo, TR-FRET; inhibition, % at 4.4 µM; 370,000 tested, 0.75% active; AID 687016; in the data active means inhibition above about 21%;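 further: UHRF1 SRA domain binding a hemimethylated CpG hairpin DNA probe; 0% = median of test compound wells and 100% = reference inhibitor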
ABHD4 inh: inhibitors of mouse ABHD4. purified mABHD4, FP-Rh probe fluorescence polarization. inhibition, % at 8.92 µM. 370,000 tested, 0.54% active. AID 720543;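 active means inhibition exceeding the mean over every tested compound plus 3 SD, cut at about 30% in these data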;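 further: 0% = plate median of compound wells and 100% = S159A mutant with DMSO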
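Doses – 8.92 µM, single dose · Material – wild-type mouse ABHD4 protein · Replication – single well per compound (singlicate) · Measure – percent inhibition of probe binding, normalized to plate controls · Schedule – 45 min compound pre-incubation plus 60 min probe step, 25 °C · Detection – fluorescence polarization with parallel and perpendicular emission, 525/598 nm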
NR1D1 modulator: Rev-erb alpha (human) modulation | Rev-erbα–FITC-DNA binding, fluorescence polarization, 90 min | activity, % at 10 µM | 370,000 tested, 0.79% active | AID 1259318;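 active means activity above about 14%, limit read from the data; passing the limit was not always enough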;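 further: 0% = DMSO wells with 35 nM protein and 100% = DMSO wells with 750 nM protein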
HTRA1 inh: inhibitors of human serine peptidase HTRA1 | Q92743 | recombinant HTRA1, FP-rhodamine activity-based probe, fluorescence polarization | inhibition, % at 5.96 µM | 340,000 tested, 0.5% active | AID 504803; in the data active means inhibition above about 36%;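 further: 0% = enzyme with DMSO and 100% = wells lacking enzyme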
Target sequence (Q92743 whole entry, looked up): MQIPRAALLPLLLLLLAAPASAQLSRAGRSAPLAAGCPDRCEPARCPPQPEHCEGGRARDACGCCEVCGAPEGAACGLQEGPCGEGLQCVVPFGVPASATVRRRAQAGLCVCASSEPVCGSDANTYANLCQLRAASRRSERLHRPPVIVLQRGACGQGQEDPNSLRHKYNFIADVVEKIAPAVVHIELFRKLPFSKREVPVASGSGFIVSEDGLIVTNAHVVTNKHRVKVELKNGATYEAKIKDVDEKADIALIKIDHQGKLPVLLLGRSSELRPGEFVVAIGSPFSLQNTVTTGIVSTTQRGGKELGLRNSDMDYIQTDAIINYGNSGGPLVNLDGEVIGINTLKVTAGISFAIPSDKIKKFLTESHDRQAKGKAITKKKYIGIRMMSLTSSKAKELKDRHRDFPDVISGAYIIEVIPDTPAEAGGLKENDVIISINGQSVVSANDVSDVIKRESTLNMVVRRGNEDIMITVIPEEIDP
* = called active by the depositor.

SMILES	TCR CD3 inh	MBD2 DNA inh	PRMT1 inh	PG9 binder	rCAG binder	LEDGF integ inh	UHRF1 binding	ABHD4 inh	NR1D1 modulator	HTRA1 inh
CC(C)COP(=O)(OCC(C)C)C(Nc1ccccc1)c1ccc(F)cc1 (stereo unspecified)	2	0	-1	-1.4	-3	3	2	3	9	-15
CN(CCc1ccccc1)C(=O)c1cccc(NC(=O)Cc2cccc(NC(=O)C3CCCN(C(=O)C4CC4)C3)c2)c1 (stereo unspecified)	-5	-2	-1	0.4	3	1	1	-2	-13	6
COC(=O)C1OCOC2C(C(=O)OC)OCOC12 (stereo unspecified)	3	-1	6	0.5	1	2	0	4	-2	5
CCCCNCc1cccn1-c1ccccc1	3	3	-2	1.1	0	1	-2	16	5	10
CC(C)(C)c1ccc(S(=O)(=O)NCc2ccc(C(=O)NCc3ccccn3)cc2)cc1	5	-6	0	-1.5	-1	5	-4	-3	2	-5
CCN(C(=O)COC(=O)CNC(=O)c1ccc2ccccc2c1)C1CCS(=O)(=O)C1 (stereo unspecified)	-3	2	-2	-0.1	-4	4	-1	6	-5	-3
Cc1ccc(C)c(CSc2nnc(CCN)o2)c1	7	0	-1	-2.7	2	2	-1	-4	3	-3
CN(CCC#N)C(=O)COC(=O)c1ccc2c(=O)n3c(nc2c1)CCC3	3	-1	6	1.2	-1	-10	2	2	3	-3
Cc1ccc(C#N)c(SCc2cc3c(cc2Cl)OCO3)n1	0	-10	-1	-3.7	1	1	2	-5	11	3
CC1c2ccccc2N(NC(=O)Cc2ccccc2)C1C (stereo unspecified)	1	2	-3	-1.5	-4	-1	0	0	3	1
Cc1ccc(NC(=O)CN(C)C(=O)c2n[nH]c(=O)c3ccccc23)cc1	-2	3	-4	-3.2	0	1	4	-5	1	11
CC(=O)Nc1ccc(-c2csc(NCCc3ccccc3)n2)cc1	6	-1	-2	-2.6	5	-2	0	4	1	-3
O=C(c1sc2ccccc2c1Cl)N(Cc1ccco1)C1CCS(=O)(=O)C1 (stereo unspecified)	-7	1	4	3.2	1	-3	2	-1	-2	-8
COc1ccccc1OCCn1cc(/C=N/n2cnnc2)c2ccccc21	1	7	0	-1.3	0	-2	13	-1	6	-9
O=C(NCc1ccccn1)c1ccc(Cl)c(S(=O)(=O)Nc2ccccc2C(=O)NCc2ccccn2)c1	7	3	-1	-1.7	32	3	-1	-4	-8	-3
CCc1cccc2c(C#N)cn(CC(=O)NCc3ccco3)c12	5	2	-2	1.2	-4	1	1	-7	2	-6
C=CCNC(=S)N/N=C(\C)c1ccc(OC)cc1	10	10	4	-2.3	5	16*	27*	-2	9	2
O=C(Cn1[nH]c(=O)c2ccccc2c1=O)OCC(=O)c1ccccc1	3	-1	0	0.3	6	5	-1	1	-4	-7
CN1C(=O)c2ccccc2Cc2c(NCc3ccccc3)ncnc21	3	3	-2	1.0	3	2	-1	-2	-3	3
COc1ccc2[nH]c3c(c2c1)CCN1C(=O)C(CC(=O)NCc2ccco2)C[C@H](C(=O)N(C(C)C)C(C)C)[C@@]31C (stereo partly specified)	-3	5	3	-3.1	1	3	2	-5	11	3
CCOP(=O)(O)c1cccc(OCCOCCOc2cccc(P(=O)(O)OCC)c2)c1	-2	3	-1	0.8	1	-2	6	-1	0	6
CCC(=O)Nc1ccc(-c2nc3ccccc3c(=O)o2)cc1	10	-2	-1	-1.7	5	1	-2	-7	0	-5
O=C(CNC(c1ccccc1)c1ccccc1)Nc1ccccc1-c1ccccc1	4	1	-2	-1.5	3	-2	-2	-30	0	-49
COc1ccc2[nH]c(C)c(C(=O)CN3CCc4cc(OC)c(OC)cc4C3)c2c1	5	0	2	-1.9	-2	-3	1	0	1	9
O=C(CC(=O)NN=C1CCCC1)NCCc1ccccc1	-5	5	2	2.0	-1	0	2	2	3	-9
Cc1ccc(N(C)S(=O)(=O)c2ccc3c(c2)NC(=O)C(C)S3)cc1 (stereo unspecified)	6	3	-5	-0.8	-1	2	-1	-2	-5	-12
CCCc1cc(=O)c2ccc(OCC(C)=O)cc2o1	5	-6	-6	2.9	-4	4	-2	0	-3	4
Cc1noc(NS(=O)(=O)c2ccc(NC(=O)/C=C/c3ccc(C(C)C)cc3)cc2)c1C	-4	-3	1	-2.0	85*	6	-2	-10	-10	-24
Cc1c(C(=O)N2CCCCCC2)c(S(=O)(=O)Nc2cccc(F)c2)c(C)n1C	-3	2	-3	0.1	3	3	-4	-2	3	-9
COc1ccc2[nH]c3c(N4CCN(Cc5ccc6c(c5)OCO6)CC4)ncnc3c2c1	-5	-1	4	-1.0	1	2	2	5	2	-17
Cc1c(Cl)cccc1-n1c(-c2cccnc2)n[nH]c1=S	-3	-9	0	3.3	0	0	-3	4	1	0
CCCn1c(SCC(=O)N2CCCC2)nc2c1c(=O)n(C)c(=O)n2C	13	3	-2	-0.8	-1	1	0	1	1	-8
CCOP(=O)(OCC)C(NC(=O)Nc1ccc(Cl)c(Cl)c1)C(N)=O (stereo unspecified)	8	4	-1	-0.3	0	0	-2	1	-3	0
Cc1ccc(CNS(=O)(=O)N(C)C)cc1	2	-2	-1	0.4	1	1	2	10	-5	0
O=C1NC(c2cccc(OCc3ccccc3)c2)Nc2ccccc21 (stereo unspecified)	6	1	-2	-0.7	5	-1	0	-1	-1	-22
OCC(O)C(O)C(O)c1cnn(-c2ccccc2)n1 (stereo unspecified)	8	3	1	0.8	0	-2	6	-1	1	1
CCOCCCNC(=O)c1ccc(OC2CCN(C(C)=O)CC2)c(OC)c1	5	-2	0	-1.6	-3	0	-4	1	-3	-7
O=C(COC(=O)C1COc2ccccc2O1)Nc1cccc(S(=O)(=O)N2CCCCC2)c1 (stereo unspecified)	10	-1	-1	-0.1	4	4	-3	-6	-4	-6
CC(=O)Nc1ccc(NC(=O)c2ccccc2Nc2ccccc2)cc1	3	-1	1	-0.7	5	1	3	-4	3	-21
O=c1cccc2c1c1cc[nH]c3ccc(=O)n2c31	7	-11	0	-0.1	0	-4	-13	0	-9	0
CN(C)C(=O)N1CCN(S(=O)(=O)c2ccc3ccccc3c2)CC1	2	1	-2	0.0	-5	0	0	2	0	4
O=C(CCC(=O)N1CCOCC1)NCCc1ccc(F)cc1	3	-2	-1	3.2	2	1	-1	6	1	4
CC1(C)Cc2c(sc(NC(=O)c3ccccc3Cl)c2C(=O)O)CO1	5	-1	0	-1.5	5	2	4	4	-4	-5
CN(C)c1ccc(C(c2nnnn2CCOC(=O)Nc2ccc(Cl)cc2)N2CCOCC2)cc1 (stereo unspecified)	8	-4	3	-1.0	2	-2	1	-2	2	-1
Cc1ccc(C(=O)NCc2nnc(SCC(=O)Nc3ccccc3)n2C)cc1	3	-1	-2	-2.7	-2	2	-3	2	-6	4
O=C(CCNC(=O)C1CCN(S(=O)(=O)c2ccc(F)cc2)CC1)NCc1ccncc1	2	0	-1	-1.0	-2	0	-4	1	-2	5
COc1ccc(Cl)cc1Nc1nc(N)nc(C(F)(F)F)n1	-6	7	-1	-1.4	3	3	1	-12	-3	-12
COC(=O)c1ccc(Oc2ccc(C(F)(F)F)cn2)cc1	12	-6	-6	-0.7	-1	3	-1	1	-4	0
COCCc1ncc(CN2CCCCC2C(=O)Nc2ccc(Oc3ccccc3)nc2)cn1 (stereo unspecified)	12	-5	-1	0.2	-7	-5	-2	0	4	-2
CCCc1cc(C(=O)Nc2cc(OC)ccc2OC)cs1	6	2	2	1.0	-4	-1	-2	-1	0	-12

(list continues)
SMILES	TCR CD3 inh	MBD2 DNA inh	PRMT1 inh	PG9 binder	rCAG binder	LEDGF integ inh	UHRF1 binding	ABHD4 inh	NR1D1 modulator	HTRA1 inh
CCOC(=O)N1CCN(c2cc(=O)n(-c3ccc(OC)cc3)c(=O)[nH]2)CC1	7	-3	2	0.1	1	2	-2	-2	-5	4
O=C(Cn1nnc(-c2ccncc2)n1)NCCc1ccccc1	7	1	-1	0.1	6	0	-4	-3	2	-6
COC(=O)c1cn(NC(=O)c2ccc(OC)c([N+](=O)[O-])c2)c(=O)c2ccccc12	2	-1	-1	-0.4	14	-3	-1	4	-2	1
Cn1c(CNC(=O)C2CCCCC2)cc2cc(Cl)ccc21	-2	-1	1	19*	1	-3	-5	-5	5	-5

Quoted from the listing:
PG9 binder result of CCOC(=O)N1CCN(c2cc(=O)n(-c3ccc(OC)cc3)c(=O)[nH]2)CC1 stands at 0.1
TCR CD3 inh result of Cn1c(CNC(=O)C2CCCCC2)cc2cc(Cl)ccc21 stands at -2

By substructure: the entries above containing a halogen.
SMILES	TCR CD3 inh	MBD2 DNA inh	PRMT1 inh	PG9 binder	rCAG binder	LEDGF integ inh	UHRF1 binding	ABHD4 inh	NR1D1 modulator	HTRA1 inh
CC(C)COP(=O)(OCC(C)C)C(Nc1ccccc1)c1ccc(F)cc1 (stereo unspecified)	2	0	-1	-1.4	-3	3	2	3	9	-15
Cc1ccc(C#N)c(SCc2cc3c(cc2Cl)OCO3)n1	0	-10	-1	-3.7	1	1	2	-5	11	3
O=C(c1sc2ccccc2c1Cl)N(Cc1ccco1)C1CCS(=O)(=O)C1 (stereo unspecified)	-7	1	4	3.2	1	-3	2	-1	-2	-8
O=C(NCc1ccccn1)c1ccc(Cl)c(S(=O)(=O)Nc2ccccc2C(=O)NCc2ccccn2)c1	7	3	-1	-1.7	32	3	-1	-4	-8	-3
Cc1c(C(=O)N2CCCCCC2)c(S(=O)(=O)Nc2cccc(F)c2)c(C)n1C	-3	2	-3	0.1	3	3	-4	-2	3	-9
Cc1c(Cl)cccc1-n1c(-c2cccnc2)n[nH]c1=S	-3	-9	0	3.3	0	0	-3	4	1	0
CCOP(=O)(OCC)C(NC(=O)Nc1ccc(Cl)c(Cl)c1)C(N)=O (stereo unspecified)	8	4	-1	-0.3	0	0	-2	1	-3	0
O=C(CCC(=O)N1CCOCC1)NCCc1ccc(F)cc1	3	-2	-1	3.2	2	1	-1	6	1	4
CC1(C)Cc2c(sc(NC(=O)c3ccccc3Cl)c2C(=O)O)CO1	5	-1	0	-1.5	5	2	4	4	-4	-5
CN(C)c1ccc(C(c2nnnn2CCOC(=O)Nc2ccc(Cl)cc2)N2CCOCC2)cc1 (stereo unspecified)	8	-4	3	-1.0	2	-2	1	-2	2	-1
O=C(CCNC(=O)C1CCN(S(=O)(=O)c2ccc(F)cc2)CC1)NCc1ccncc1	2	0	-1	-1.0	-2	0	-4	1	-2	5
COc1ccc(Cl)cc1Nc1nc(N)nc(C(F)(F)F)n1	-6	7	-1	-1.4	3	3	1	-12	-3	-12
COC(=O)c1ccc(Oc2ccc(C(F)(F)F)cn2)cc1	12	-6	-6	-0.7	-1	3	-1	1	-4	0
Cn1c(CNC(=O)C2CCCCC2)cc2cc(Cl)ccc21	-2	-1	1	19*	1	-3	-5	-5	5	-5

A portion of the library (hit frequency here may not be typical).
